Assay outcomes: PubChem BioAssay, The Scripps Research Institute Molecular Screening Center
ADAM17 inh: ADAM17 inhibitors, primary screen, biochemical, QFRET; Disintegrin and metalloproteinase domain-containing protein 17 (Homo sapiens), P78536; recombinant ADAM17, EDANS/DABCYL FRET peptide cleavage; inhibition, % at 6.95 µM; 370,000 tested, 0.83% active; AID 720648, 2013;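 active = inhibition above the mean of compounds lying between control limits plus 3 SD, set per campaign, cut at about 8.5% in these data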;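 note: 0% = DMSO-only wells as the low control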
ARFGAP1 inh: inhibitors of rat ARFGAP1 GAP activity, primary screen, biochemical, fluorescence polarization, GDP tracer; ADP-ribosylation factor GTPase-activating protein 1 (Rattus norvegicus), Q62848; Arfgap1-stimulated ARF1 GTP hydrolysis, GDP FP detection; inhibition, % at 16.5 µM; 360,000 tested, 0.26% active;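 active = inhibition above a per-plate limit, mean inhibition of low control wells plus 3 SD, cut at about 25% in these data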;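 note: 0% = DMSO wells with enzyme and 100% = wells lacking Arfgap1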
Target sequence (Q62848 1-136 limits assumed): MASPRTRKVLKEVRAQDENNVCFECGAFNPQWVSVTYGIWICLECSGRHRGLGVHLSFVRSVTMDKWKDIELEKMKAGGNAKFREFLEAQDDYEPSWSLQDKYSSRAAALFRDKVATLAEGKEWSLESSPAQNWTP
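material = rat Arfgap1 catalytic domain, aa 1-136 | also added = human ARF1(Δ1-17)-GTP substrate | compound dosing = one concentration, 16.5 µM, DMSO 1.26% | times = GTP hydrolysis reaction 2 h at 25 °C | measured by = FP, GDP Alexa 633 tracer displaced from anti-GDP antibody, 620/688 nm | evaluation = percent inhibition of Arfgap1-stimulated GTP hydrolysis | replication = single well per compound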
ASAP1 inh: inhibitors of human ASAP1 ArfGAP activity, primary screen, biochemical, fluorescence polarization | Arf-GAP with SH3 domain, ANK repeat and PH domain-containing protein 1 (Homo sapiens), … | ASAP1-stimulated ARF1 GTP hydrolysis, GDP FP detection | inhibition, % at 16.5 µM | 360,000 tested, 0.19% active; in the data active = inhibition above about 25%;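 note: 0% = vehicle with enzyme and substrate and 100% = no enzyme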
Target sequence (Q9ULH1 325-724 limits assumed): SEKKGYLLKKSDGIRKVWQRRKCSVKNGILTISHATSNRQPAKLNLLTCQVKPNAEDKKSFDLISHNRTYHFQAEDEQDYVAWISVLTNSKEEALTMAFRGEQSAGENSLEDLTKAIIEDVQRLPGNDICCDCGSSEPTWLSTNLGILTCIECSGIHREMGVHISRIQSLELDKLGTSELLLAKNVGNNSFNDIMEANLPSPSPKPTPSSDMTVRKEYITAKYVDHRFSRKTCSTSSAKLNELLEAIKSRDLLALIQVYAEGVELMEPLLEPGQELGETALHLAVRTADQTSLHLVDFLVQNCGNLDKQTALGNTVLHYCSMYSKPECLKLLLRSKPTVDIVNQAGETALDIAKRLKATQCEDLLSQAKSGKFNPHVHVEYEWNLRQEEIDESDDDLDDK
Tn6 DDE FP: inhibitors of Tn6 peptide binding to fibrin DD(E), primary screen, biochemical, fluorescence polarization, human fibrin, Tn6 probe; Fibrinogen beta chain (Homo sapiens), P02675; Fibrin DD(E) TRITC-Tn6 fluorescence polarization displacement; inhibition, % at 8.3 µM; 370,000 tested, 0.21% active; AID 720509, 2013;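 active = inhibition above a per-campaign cutoff: mean of compounds within control limits plus 3 SD, cut at about 15% in these data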;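 note: 0% = median of all compound wells on the plate and 100% = blocking peptide control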
Target sequence (P02675 whole entry, looked up): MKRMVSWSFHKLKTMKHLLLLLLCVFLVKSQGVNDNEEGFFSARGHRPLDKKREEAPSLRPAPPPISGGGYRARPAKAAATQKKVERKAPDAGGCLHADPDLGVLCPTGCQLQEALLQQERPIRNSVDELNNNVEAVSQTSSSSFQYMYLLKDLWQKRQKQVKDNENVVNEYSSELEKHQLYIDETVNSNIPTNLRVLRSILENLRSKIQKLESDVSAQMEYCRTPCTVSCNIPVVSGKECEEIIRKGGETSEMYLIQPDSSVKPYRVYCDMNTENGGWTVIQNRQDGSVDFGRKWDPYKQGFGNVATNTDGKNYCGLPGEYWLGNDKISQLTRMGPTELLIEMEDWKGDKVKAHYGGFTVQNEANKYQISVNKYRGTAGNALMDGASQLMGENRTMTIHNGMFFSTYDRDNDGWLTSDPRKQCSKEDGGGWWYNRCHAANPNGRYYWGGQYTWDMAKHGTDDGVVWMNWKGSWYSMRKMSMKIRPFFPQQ
UHRF1 binding: UHRF1 methylated DNA binding inhibitors, primary screen, counter-screen for MBD2 inhibitor project, biochemical, TR-FRET, human UHRF1, single concentration; E3 ubiquitin-protein ligase UHRF1 (Homo sapiens), Q96T88; 370,000 tested, 0.75% active; AID 687016, 2013; UHRF1 binding to methylated oligo; inhibition, % at 4.4 µM; in the data active = inhibition above about 21%;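 note: UHRF1 SRA domain binding a hemimethylated CpG hairpin DNA probe; 0% = median of test compound wells and 100% = reference inhibitor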
MBD2 DNA inh: inhibitors of MBD2 binding to methylated DNA, primary screen, biochemical, TR-FRET, DNA-binding domain, human; inhibition, % at 4.4 µM; 370,000 tested, 0.31% active; MBD2 binding to methylated oligonucleotide; in the data active = inhibition above about 13%
proKLK7 act: proKLK7 zymogen activators, primary screen, biochemical, fluorescence intensity | Kallikrein-7 (Homo sapiens), P49862 | purified proKLK7, EDANS-DABCYL substrate fluorescence; 100% is mature enzyme control, 0% vehicle | 370,000 tested, 0.9% active | activation, % at 7 µM;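 active = activation above the mean of all tested compounds plus 3 SD, computed per campaign excluding outliers beyond control limits, cut at about 13% in these data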
PLCb3 inh: human PLC-beta3 inhibitors, primary screen, biochemical, fluorescence. 370,000 tested, 0.18% active. inhibition, % at 12.2 µM. Purified PLC-beta3, fluorogenic substrate. 1-phosphatidylinositol 4,5-bisphosphate phosphodiesterase beta-3 (Homo sapiens), Q01970; in the data active = inhibition above about 11%;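 note: 0% = median of compound wells on plate and 100% = full blocker control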
PLCg1 inh: PLC-gamma1 enzyme inhibitors, primary screen, biochemical, fluorescence, purified enzyme | inhibition, % at 12.2 µM | fluorogenic substrate | 370,000 tested, 0.84% active | 1-phosphatidylinositol 4,5-bisphosphate phosphodiesterase gamma-1 (Homo sapiens), P19174 | AID 720700, 2013; in the data active = inhibition above about 9.5%
Tn7 DDE FP: inhibitors of Tn7 peptide binding to fibrin DD(E), primary screen, biochemical, fluorescence polarization, human fibrin, Tn7 probe; 370,000 tested, 0.13% active; AID 720508, 2013; Fibrinogen beta chain (Homo sapiens), P02675; FP displacement of FITC-Tn7 peptide from fibrin DD(E); 0% = median of compound wells per plate; inhibition, % at 8.3 µM;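 active = inhibition above the mean of compounds falling within the control limits plus 3 SD of them, cut at about 14% in these data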;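 note: 0% = plate median of compound wells and 100% = 10 µM Aha-Tn7 peptide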
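Assay system: Human fibrin DD(E) protein | Medium: Tris buffer with calcium and detergent, pH 7.8 | Reagent: 0.1 µM fluorescent Tn7 | Compound dosing: Single point at 8.3 µM | Times: 10 min preincubation, 3 h with tracer, room temperature | Detection: Fluorescence polarization of the labelled Tn7 tracer | Controls: Aha-Tn7 high control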
An asterisk follows results filed as active; . = not tested or not shown.

SMILES,PLCg1 inh,UHRF1 binding,ARFGAP1 inh,ADAM17 inh,Tn6 DDE FP,MBD2 DNA inh,proKLK7 act,Tn7 DDE FP,PLCb3 inh,ASAP1 inh
Cc1csc(-c2cnn(-c3ccccc3)c2NC(=O)c2cccc(C(F)(F)F)c2)n1,-1,0,4,-1,-3,1,0.1,2,-1,-7
COc1ccc(NC(=S)N2CCN(S(=O)(=O)c3ccccc3)CC2)cc1OC,0,-1,-2,2,3,1,-0.4,-3,-7,11
CCN(Cc1ccccc1)C(=O)c1cc(S(=O)(=O)N2CCOCC2)ccc1N1CCCC1,0,1,2,-1,-5,2,0.2,4,-5,4
O=C(Cc1cccc(NC(=O)C2CCN(C(=O)CCc3ccccc3)CC2)c1)Nc1cccc(C(=O)N2CCOCC2)c1,1,1,10,3,-2,-4,0.1,0,0,8
COc1ccccc1C(=O)N=c1sc2c(C)ccc(OC)c2n1C,-104,-2,11,-13,1,-2,-498,-6,-159,2
CC(C)CNC(=S)N1CCN(C(c2ccccc2)c2ccccc2)CC1,-1,-3,5,7,-6,0,-0.3,-7,3,14
CCC(=O)N(CCC(c1ccco1)c1ccccc1OC)Cc1cccs1 (stereo unspecified),-9,7,-9,-5,-2,3,0.8,1,-3,-12
COC(=O)C[C@@H]1CC[C@H]2[C@H](COc3ccc(NC(=O)c4ccc(OC)cc4)cc3C(=O)N2C)O1,3,0,.,-1,-6,4,-0.1,-6,2,.
N#Cc1cc2c(nc1SCc1ccc(Cl)cc1)CCCC2,1,3,6,-4,-5,4,0.5,8,-3,1
COc1cc(NC(=O)COC(C)=O)c(C)cc1[N+](=O)[O-],-1,-1,15,0,3,-6,-0.1,2,4,5
Cc1c(NS(C)(=O)=O)c(=O)n(-c2ccccc2)n1C,4,7,1,1,3,1,-0.3,4,5,2
O=C(Nc1ccccc1)C1CCCN(C(=O)c2ccc(Cl)cc2)C1 (stereo unspecified),-1,2,-3,-3,-1,1,-0.1,-5,1,5
O=C(NCc1ccccc1)c1cc(C2COCCN2C(=O)c2ccccc2)on1 (stereo unspecified),4,-1,6,5,3,1,0.2,-1,4,9
CCOc1cc(CNCCN(C)C)c(Cl)cc1OCC(=O)NCCc1ccccc1,0,3,-2,-3,5,0,-0.4,4,0,8
CCS(=O)(=O)N1CCC(C(=O)NCCc2ccc(C)cc2)CC1,1,0,-3,-5,-9,2,-0.7,-6,3,-9
O=C(Nc1ccc(-c2nc3cccnc3s2)cc1)c1cccnc1Cl,-13,-7,1,-28,4,2,2.8,-2,-28,5
COc1cccc(C(NC(C)=O)c2nc(-c3cccnc3)cs2)c1 (stereo unspecified),-1,-1,2,-1,-5,-2,0.4,3,1,-15
Cc1cccc(N2CCN(C(=O)CCNS(=O)(=O)c3ccc4c(c3)oc(=O)n4C)CC2)c1C,1,-2,1,0,0,-4,0.0,-6,-6,0
C=CCn1c(SCC(=O)Nc2cc(NC(C)=O)ccc2OC)nnc1-c1cccnc1,0,0,-3,-1,-3,-4,0.1,-3,5,-3
COc1ccc(N2C[C@H](C)[C@@H](CC(=O)Nc3ccc(Br)cc3)C2=O)cc1,4,1,2,3,-1,5,-0.3,-2,2,8

Later entries
SMILES,PLCg1 inh,UHRF1 binding,ARFGAP1 inh,ADAM17 inh,Tn6 DDE FP,MBD2 DNA inh,proKLK7 act,Tn7 DDE FP,PLCb3 inh,ASAP1 inh
Cc1cccc(OCC(=O)NCc2nnc3ccc(C(F)(F)F)cn23)c1C,-5,-1,8,-3,9,-1,0.1,-3,0,-3
Cc1cccc(S(=O)(=O)N2C[C@@H](O)COC[C@@H]3O[C@H](CC(=O)NCCCN4CCOCC4)CC[C@H]32)c1,-1,0,11,-1,7,0,-0.5,3,2,9
COc1ccc(CNC(=O)c2nccnc2CO)cc1,0,-1,-1,0,1,-3,-0.5,-2,-5,15
Cc1ccc(OCc2cc(C(=O)N3CCCC3)no2)cn1,-2,-1,8,0,4,1,-0.3,2,0,-12
COC(=O)[C@]1(Sc2ccc(OC)cc2)CC(=O)N[C@@H]1c1ccccc1,4,-1,4,0,-2,-1,-0.2,4,-2,12
COc1ccc(C(CC(=O)NCc2ccccc2)Sc2n[nH]c(-c3ccccc3)n2)cc1 (stereo unspecified),2,-1,0,1,8,1,-0.9,1,4,1
COc1ccc(-n2c(O)c(C=Nc3ccccc3)c3ccccc3c2=O)cc1OC,-9,2,5,-6,1,4,-8.4,-4,-19,-7
CC(C)COC(=O)n1c(=O)oc2ccc(S(=O)(=O)N3CCCCC3)cc21,5,2,2,0,-4,-5,0.6,-9,-2,5
COc1ccc(OCC(O)CN2CCN(CC(O)COc3ccc(OC)cc3)CC2)cc1 (stereo unspecified),0,-1,6,-2,3,0,-0.7,-8,-3,10
CC(=O)Oc1ccc(/C=N/NC(=S)Nc2ccccc2)cc1,-4,-2,-1,-3,2,1,0.9,3,-1,5
Cc1ccc(C)c(NC(=S)NNC(=O)c2csc(C)c2C)c1,8,2,-4,6,0,0,-0.7,1,7,-1
COc1cc2ncnc(NCc3ccccc3F)c2cc1OC,0,0,12,-1,-6,4,-0.7,-9,-6,17
O=C1CC(c2ccsc2)c2cc3c(cc2N1)OCCO3 (stereo unspecified),-2,1,1,-9,4,-5,0.8,2,-2,2
Cc1ccccc1OCc1nc2ccc(S(=O)(=O)N3CCOCC3)cc2[nH]1,-6,-2,-11,1,-4,0,-0.9,-7,-9,1
COC(=O)C1C(=O)C2=C(CC1C)NC(=O)CC2c1ccc(O)c(OC)c1 (stereo unspecified),-1,2,14,-3,3,0,-0.6,-4,0,-1
C=CC[C@H](CC(=O)N[C@H](CO)Cc1ccccc1)C(=O)N[C@@H](COC(=O)[C@@H](CC=C)CC(=O)OC(C)(C)C)Cc1c[nH]c2ccccc12,0,0,10,8,4,-3,0.4,-10,5,8
O=C(OCCOc1ccccc1)c1cc(S(=O)(=O)N2CCOCC2)c(Cl)cc1Cl,4,3,9,1,-3,-3,0.3,-5,9,8
NNC(=O)C(Cc1c[nH]c2ccccc12)NC(=O)c1ccccc1 (stereo unspecified),0,1,-4,-1,-4,2,0.1,10,-10,2
CCCCCCCN1C(Nc2ccccc2)=NC[C@@H]1Cc1ccccc1,4,0,-3,0,-4,1,0.3,-6,4,4
CN(C(=O)Nc1ccc(Cl)cc1)c1c2c(nn1C)CCCC2,4,1,-2,0,0,3,0.5,-1,4,-4

Continued.
SMILES,PLCg1 inh,UHRF1 binding,ARFGAP1 inh,ADAM17 inh,Tn6 DDE FP,MBD2 DNA inh,proKLK7 act,Tn7 DDE FP,PLCb3 inh,ASAP1 inh
CCOC1=C2[C@H]([C@H]3C(=O)N(c4ccccc4)C(=O)[C@H]3C1)[C@@H](C(C)C)N(S(=O)(=O)c1ccc(C)cc1)[C@H]2c1ccccc1,1,-3,-3,0,5,3,-0.1,-9,3,-13
S=C(NCc1ccccc1)Nc1ccc(Cl)cc1,0,1,15,0,1,-3,0.8,6,-1,-11
O=C(CSc1ncn[nH]1)Nc1nc2c(F)c(F)c(F)cc2s1,-5,-2,-2,-2,0,-1,-0.2,4,-4,-11
Cc1cccc2cc(COC(=O)c3ccccn3)c(=O)[nH]c12,2,1,-17,0,-3,0,0.1,1,5,-5
COc1ccc(C2CC(C(F)(F)F)n3nc(C(=O)Nc4ccc5c(c4)OCO5)cc3N2)cc1 (stereo unspecified),5,0,11,-4,1,0,-0.3,0,-1,-11
CCOc1c(Br)cc(/C=N\NC(=O)c2ccccc2)cc1OC,0,0,-6,4,0,-4,0.0,6,-3,7
O=C(NCCc1ccc(Cl)cc1)c1ccc(CNc2c(N3CCOCC3)c(=O)c2=O)cc1,0,0,19,-2,-4,1,0.6,-6,-7,1
CC(C)(C)NC(=O)CCN(/N=C/c1ccc([N+](=O)[O-])o1)C1=NS(=O)(=O)c2ccccc21,-2,-1,11,0,0,-8,-0.2,-10,-4,1
CCn1c(=O)c2sccc2n(Cc2cc(C(=O)OC)ccc2OC)c1=O,2,-1,-8,1,9,2,0.6,-5,-3,9
CC1CCc2sc3c(c2C1)c1ncnn1c(=O)n3CC(=O)c1ccc(Br)cc1 (stereo unspecified),0,2,20,-1,7,-2,0.3,-8,4,11
CC1(C(=O)NS(=O)(=O)c2cccc(C#N)c2)CCN1C(=O)CCC1CCCC1 (stereo unspecified),-4,0,-4,0,5,0,-0.8,-7,3,2
CCOC1=NN(c2ncc(C(F)(F)F)cc2Cl)C(=O)/C1=C/N(C)C,-6,-4,-2,-1,2,0,0.0,2,-9,-10
OCC[C@@H]1C[C@@H](O)[C@H](O)[C@@]2(Cc3ccccc3O2)O1,4,-1,0,3,5,-7,-0.4,-2,7,-15
CCCCN(C)C(=O)c1oc2ccc(S(=O)(=O)N3CCCCCC3)cc2c1C,3,0,5,4,0,0,-0.1,-8,0,-23
CC(=NN1CC(=O)NC1=O)c1ccc([N+](=O)[O-])o1,1,1,3,-7,-4,8,0.0,-3,-5,-14
CCc1ccc(NS(=O)(=O)c2ccc3c(c2)CCN3C(=O)CCC(=O)O)cc1,10*,1,4,3,1,3,0.6,-11,0,7
CC(CS(=O)(=O)c1ccc2c(c1)NC(=O)CS2)C(=O)N1CCN(c2cccc(Cl)c2)CC1 (stereo unspecified),1,4,8,7,3,5,-0.2,-5,-6,-6
CSC1=NC(NCCCO)c2c(sc3c2CC(C)(C)OC3)N1 (stereo unspecified),-43,-2,12,-137,2,0,1.1,0,-65,9
S=C1NCCOCCOCCOCCN1,3,0,10,-3,0,-1,-0.2,-5,2,-2
CCc1cccc(CC)c1NC(=O)COC(=O)c1cccc(S(=O)(=O)N2CCc3ccccc3C2)c1,0,-2,0,0,2,2,-0.3,7,3,-7
